V-ATPase pHluor: regulators of yeast V-ATPase proton pumping, primary screen, pHLuorin cytosolic pH fluorescence | 350,000 compounds, 0.37% hits | AID 504577, 2011 | S. cerevisiae | response, % at 10 µM; in the data active = response mostly above about 7.3%, no sharp cut-off; inactive = mostly below about 5.4%; note: actives read high; inactives centre near 0; some compounds called inactive have numbers as strong as hits; reference of the scale not given here
LANA DNA inh: inhibitors of KSHV C-LANA binding to DNA, primary screen, biochemical, fluorescence polarization, FAM-LBS DNA, MBP-C-LANA, single point; 340,000 compounds, 0.078% hits; Kaposi's sarcoma herpesvirus LANA C-terminal domain (residues 932-1162) DNA binding; AID 504423, 2011; inhibition, % at 9 µM;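 active = highest replicate inhibition at or above 60% at 9 µM, even if other replicates fall short; inactive = all replicates below 60% inhibition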;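 note: 0% = neutral control wells and 100% = 4 µM acridine orange control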
CAL PDZ FP-1: CAL PDZ peptide-binding inhibitors, primary screen, biochemical, fluorescence polarization, Cer-tagged CAL PDZ, HTS. 330,000 compounds, 0.02% hits. Golgi-associated PDZ and coiled-coil motif-containing protein (Homo sapiens), Q9HD26. purified CAL PDZ, TMR-peptide fluorescence polarization, 1 h. inhibition, % at 20 µM. AID 504414, 2011;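 active = highest replicate inhibition of at least 40%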;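 note: plate controls were DMSO neutral control wells for no effect and unlabeled competitor peptide control wells for full effect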
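System: tagged CAL PDZ domain. Schedule: 1 h room-temperature incubation prior to read. Signal: fluorescence polarization (mP). Measure: percent inhibition from loss of millipolarization.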
Arrestin-AP2 inh: inhibitors of beta-arrestin/AP2 binding, primary screen, biochemical, GPCR trafficking, flow cytometry | beta-arrestin 1 C-terminal peptide binding to AP2 beta2-adaptin appendage (human) | inhibition, % at 10 µM | FITC-arrestin peptide / GST-AP2 beads; AP2 beta2 appendage carries R879A mutation | 340,000 compounds, 0.31% hits;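 active = inhibition above a set limit, near 3 SD of compounds lacking own fluorescence, cut at about 54% in these data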;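 note: plate controls were DMSO wells for no effect and 5 µM unlabelled arrestin peptide for full effect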
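Material – AP2 appendage R879A on GSH beads · Buffer or medium – PBS with 0.05% Tween 20 and 0.1% BSA · Probe or stimulus – fluorescein-tagged arrestin peptide at 50 nM final · Incubation – compound with beads 12 min RT, then probe 1 h RT · Detection – high-throughput flow cytometry of beads, ex 488, em 535 nm · Evaluation – percent response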
Keap1-Nrf2 PPI: Keap1-Nrf2 protein-protein interaction inhibitors, primary screen, biochemical, fluorescence polarization, single point; Kelch-like ECH-associated protein 1 (Homo sapiens), Q14145; inhibition, % at 9.4 µM; 340,000 compounds, 0.15% hits; AID 504523, 2011; Keap1 Kelch-Nrf2 peptide fluorescence polarization, 1536-well; in the data active = inhibition above about 12%;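 note: human Keap1 Kelch domain with fluorescein labeled Nrf2 9mer peptide probe; 0% = neutral control wells and 100% = peptide positive control; higher means more block of Keap1 binding to Nrf2 peptide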
CAL PDZ FP-2: untagged CAL PDZ binding inhibitors, primary screen, biochemical, fluorescence polarization, HTS | Golgi-associated PDZ and coiled-coil motif-containing protein (Homo sapiens), Q9HD26 | purified CAL PDZ, TMR-peptide fluorescence polarization, 1 h | inhibition, % at 24.9 µM | 300,000 compounds, 0.92% hits | AID 602252, 2012;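 active = mean inhibition of at least 30% with at least half of replicates also reaching 30%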;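 note: 0% = DMSO neutral control and 100% = excess unlabeled competitor peptide PRC23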
DAGLB inh: DAGLB lipase inhibitors, primary screen, biochemical, fluorescence, HTS; Diacylglycerol lipase-beta (Homo sapiens), Q8NCG7; HEK293T DAGLB membrane lysate, EnzChek fluorogenic substrate; inhibition, % at 5.17 µM; 340,000 compounds, 0.059% hits; in the data active = inhibition above about 34%;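 note: 0% = enzyme with vehicle and 100% = wells lacking enzyme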
Target sequence (Q8NCG7 whole entry, looked up): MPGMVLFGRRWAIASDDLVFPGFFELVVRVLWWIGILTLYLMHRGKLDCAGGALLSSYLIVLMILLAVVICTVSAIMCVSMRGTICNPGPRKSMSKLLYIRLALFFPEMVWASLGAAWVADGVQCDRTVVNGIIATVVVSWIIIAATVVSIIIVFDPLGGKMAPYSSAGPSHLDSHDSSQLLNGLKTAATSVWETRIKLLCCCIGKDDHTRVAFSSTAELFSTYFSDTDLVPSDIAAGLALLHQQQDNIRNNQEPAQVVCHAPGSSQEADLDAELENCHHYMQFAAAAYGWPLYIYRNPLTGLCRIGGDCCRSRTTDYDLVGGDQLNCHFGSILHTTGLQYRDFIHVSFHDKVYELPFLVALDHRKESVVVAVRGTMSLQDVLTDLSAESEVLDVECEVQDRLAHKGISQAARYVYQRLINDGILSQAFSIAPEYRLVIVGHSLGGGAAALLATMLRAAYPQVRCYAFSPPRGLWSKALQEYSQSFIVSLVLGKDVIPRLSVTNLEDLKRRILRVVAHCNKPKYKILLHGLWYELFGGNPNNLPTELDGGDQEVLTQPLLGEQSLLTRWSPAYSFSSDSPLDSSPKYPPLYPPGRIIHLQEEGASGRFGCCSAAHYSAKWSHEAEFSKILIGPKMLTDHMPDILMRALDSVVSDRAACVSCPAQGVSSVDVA
Pemphigus Ab inh: inhibitors of pemphigus antibody binding to DSG3, primary screen, biochemical, bead-based, flow cytometry, scFv-GFP; 310,000 compounds, 0.48% hits; binding (percent of control), % at 10 µM; Desmoglein-3 (Homo sapiens), P32926; DSG3-coupled beads, scFv-anti-DSG3-GFP binding; hits give low values;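 active = binding more than 3 SD below its plate's average and above zero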;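 note: hits lower antibody fragment binding to DSG3; some compounds called inactive have numbers as strong as hits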
NSD2 HMT inh: NSD2 histone methyltransferase inhibitors, primary screen, biochemical, AlphaScreen, single concentration, set 2; 310,000 compounds, 0.54% hits; AID 743445, 2014; NSD2 peptide methylation, 120 min; inhibition, % at 12.5 µM; Histone-lysine N-methyltransferase NSD2 (Homo sapiens), O96028; in the data active = inhibition above about 50%
Cardiac RTF inh: cardiac RTF calcium sensitivity inhibitors, primary screen, biochemical, IANBD-TnC fluorescence, EC70 calcium | 340,000 compounds, 0.12% hits | IANBD-labeled cardiac RTF, Ca2+ fluorescence | inhibition, % at 7.15 µM;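 active = inhibition above the mean inhibition of all tested compounds plus 3 SD, cut at about 17% in these data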;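 note: assay run at fixed EC70 calcium of 1.6 mM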
Starred values were filed as active, the others as inactive; . = no result given. The list is partial (hit frequency here may not be typical).

V-ATPase pHluor	LANA DNA inh	CAL PDZ FP-1	Arrestin-AP2 inh	Keap1-Nrf2 PPI	CAL PDZ FP-2	DAGLB inh	Pemphigus Ab inh	NSD2 HMT inh	Cardiac RTF inh	structure
-4	1.1	-0.2	-5	-2	-2	2	100	9	-2	COc1ccc(CNC(=O)c2ccc(NC(=O)CC3SC(N4CCCCC4)=NC3=O)cc2)cc1 (centres undefined)
-7	-3.4	-1.6	8	3	3	-1	115	1	-3	O=C(CCc1nc(-c2ccccc2)no1)NC1CCCCCC1
2	1.1	-3.2	-6	-1	-3	1	113	0	-5	Cc1ccc(OCc2nnc(SCC(=O)c3cccc([N+](=O)[O-])c3)n2C)cc1
2	0.1	-0.3	8	-1	-2	2	114	-9	0	CCN(CC)C(=O)Cn1c(=O)oc2ccccc21
1	-0.6	.	-3	2	54*	-7	106	-3	-6	COc1ccc(OC)c(NC(=O)CSc2ccccc2)c1
1	0.2	-2.8	2	0	-9	1	100	-4	-2	CC(C)(C)OC(=O)N1CCC(C(=O)NNC(=O)c2ccc(Cl)cc2Cl)CC1
-3	-2.2	.	-6	5	-6	-2	103	1	-2	COc1ccc(C(C(=O)NC(C)(C)C)N(Cc2cccs2)C(=O)CCC(=O)Nc2cc(C)on2)cc1 (centres undefined)
3	-0.8	-0.7	-3	-1	7	-1	93	1	1	Cc1cc(-c2nnc(SCC(=O)Nc3cccc(F)c3)n2N)n[nH]1
1	2.2	-0.9	-2	1	-3	3	108	20	-1	CN(C)c1nc(-c2ccccn2)nnc1-c1ccccc1
-6	0.3	1.4	-33	-6	-2	-2	104	15	-3	Cc1c(CBr)[n+](=O)c2c(n1[O-])C(Br)CCC2Br (centres undefined)
-4	-0.1	-2.6	2	-4	-2	-10	107	1	-1	Cc1cccc(-c2noc(Cc3ccccc3)n2)c1
3	-0.6	0.2	-6	-1	-4	3	90	7	-13	CC(C)CCNC(=O)c1ccc2c(SCC(=O)O)c3c(nc2c1)CCC3
2	1.5	-0.8	3	0	-3	-7	99	.	-14	C(=C(c1ccccc1)c1ccccc1)c1ccccn1
0	-1.2	-0.1	1	-2	-2	2	111	.	0	CCCCNC(=O)Cn1nc(-c2ccc(C)cc2)ccc1=O
11	-1.1	-0.5	4	-1	2	-1	106	0	-8	c1ccc2[nH]c(CSc3ncnc4c3oc3ccccc34)nc2c1
3	-0.6	-3.6	-1	-1	0	21	128	11	21*	O=C(Nc1ccc(N=Nc2ccccc2)c(NC(=O)C2CCCO2)c1)C1CCCO1 (centres undefined)
0	2.4	-0.9	2	-4	-1	-1	109	-4	14	CC(=O)Nc1ccc(S(=O)(=O)N2CCC(C(=O)c3ccc(Cl)cc3)CC2)cc1
-1	2.3	0.1	10	1	-6	-4	91	1	4	O=c1c2ccccc2nnn1CSc1nnnn1-c1ccccc1
-2	-0.2	-1.0	7	2	-3	0	.	0	-4	CC(=O)c1sc(-c2ccc(F)cc2)cc1NS(=O)(=O)c1ccc(C)cc1
-2	1.7	.	-2	-6	-6	2	103	-1	-1	CCOC(=O)C1=C(C)N(C)C(=O)NC1c1cccc2ccccc12 (centres undefined)

Ordered by formula weight (rising): three of the compounds above.
V-ATPase pHluor	LANA DNA inh	CAL PDZ FP-1	Arrestin-AP2 inh	Keap1-Nrf2 PPI	CAL PDZ FP-2	DAGLB inh	Pemphigus Ab inh	NSD2 HMT inh	Cardiac RTF inh	structure
1	2.2	-0.9	-2	1	-3	3	108	20	-1	CN(C)c1nc(-c2ccccn2)nnc1-c1ccccc1
11	-1.1	-0.5	4	-1	2	-1	106	0	-8	c1ccc2[nH]c(CSc3ncnc4c3oc3ccccc34)nc2c1
2	1.1	-3.2	-6	-1	-3	1	113	0	-5	Cc1ccc(OCc2nnc(SCC(=O)c3cccc([N+](=O)[O-])c3)n2C)cc1

(next part)
V-ATPase pHluor	LANA DNA inh	CAL PDZ FP-1	Arrestin-AP2 inh	Keap1-Nrf2 PPI	CAL PDZ FP-2	DAGLB inh	Pemphigus Ab inh	NSD2 HMT inh	Cardiac RTF inh	structure
-2	1.5	0.5	19	0	-5	-1	100	.	0	COc1ccc(-c2c(C#Cc3ccc(N(C)C)cc3)c3ccccc3n2C)cc1
2	1.5	-2.3	-6	4	.	-8	97	4	-4	CCOC(=O)c1sc2cccc(F)c2c1N
0	-0.5	-1.0	-5	-1	.	0	103	-1	-8	CCC1(O)CC(c2ccccc2)=NN1C(=O)c1ccccc1F (centres undefined)
-5	0.8	-2.2	29	-2	-2	-1	102	3	1	Cc1c(C(=O)N2CCN(c3ccccn3)CC2)sc2ncnc(N3CCOCC3)c12
-1	-0.5	-0.4	8	-1	0	0	93	-3	-1	COc1ccccc1CNC(=O)C1CCC(CNc2c(N3CCCCC3)c(=O)c2=O)CC1 (centres undefined)
0	-0.3	0.0	-5	0	4	-1	112	21	-3	CCCCN1C2CCCC1CC(NC(=O)c1ccc(OC)c(OC)c1)C2 (centres undefined)
0	1.3	-0.3	-2	4	-2	2	103	-2	-7	CCOc1ccc(NC(=O)C(Cc2ccccc2)NC(=O)C2CCCCC2)cc1 (centres undefined)
0	0.4	-1.2	-49	2	.	1	94	1	0	CC(C)N(C(=O)NC(=O)Nc1ccc(S(=O)(=O)N2CCCC2)cc1)S(C)(=O)=O
2	-4.7	0.8	1	-1	4	0	124	-2	-5	CC(C)C(=O)Nc1cccc(-c2nc3ncccc3o2)c1
-4	1.4	-0.2	-3	1	0	-1	89	-2	0	C=CCN(c1ccc(C(=O)NC(C)C)cc1)S(C)(=O)=O
-1	-1.1	0.0	-2	0	-1	0	121	1	-15	COc1cc(OC)cc(C(=O)N2CCN(C(=O)c3cccnc3)CC2)c1
1	0.6	-1.8	0	0	-7	2	96	-2	-2	Cn1c(=O)c2c(nc(CN3CCOCC3)n2CCc2ccccc2)n(C)c1=O
3	3.8	-0.8	-7	1	-1	2	105	.	5	C=CCCC(=O)Nc1nc(C)c(-c2csc(Nc3cccc(OC)c3)n2)s1
5	-0.2	-1.2	-6	-4	-6	1	98	-2	1	Cc1ccc(C(=O)Nc2ccc3c(c2)ncn3C)cc1
0	-0.5	-1.1	8	-5	.	0	104	1	-1	O=C(O)c1cc(-c2ccccc2)c(N2CCOCC2)s1
-2	0.4	-1.1	3	1	-2	-2	92	1	-17	CCS(=O)(=O)c1ccc(O)c(NC(=O)Nc2cccc3ccccc23)c1
0	-1.5	-1.3	22	-3	0	1	103	-2	-5	Cn1c(N)c(C(=O)COC(=O)/C=C/c2ccc(F)cc2)c(=O)n(C)c1=O
2	0.3	-2.3	-12	-3	1	0	104	1	4	Cc1ccc(N2CC(C(=O)NCCC3=CCCCC3)CC2=O)cc1 (centres undefined)
11	-0.5	-1.6	-6	1	0	0	99	-6	-16	O=C(CCCOc1ccccc1)N1CCN(S(=O)(=O)c2ccc(Cl)cc2)CC1
-3	0.3	-2.0	14	-4	8	-3	96	.	-12	CC(=O)NCCc1ccc(C(=O)CSc2nnc(C3CC3)n2C2CC2)cc1

An excerpt from above, reduced to Arrestin-AP2 inh, Cardiac RTF inh and CAL PDZ FP-1.
molecule | Arrestin-AP2 inh | Cardiac RTF inh | CAL PDZ FP-1
O=C(CCCOc1ccccc1)N1CCN(S(=O)(=O)c2ccc(Cl)cc2)CC1 | -6 | -16 | -1.6
CC(=O)NCCc1ccc(C(=O)CSc2nnc(C3CC3)n2C2CC2)cc1 | 14 | -12 | -2.0

(more compounds)
V-ATPase pHluor	LANA DNA inh	CAL PDZ FP-1	Arrestin-AP2 inh	Keap1-Nrf2 PPI	CAL PDZ FP-2	DAGLB inh	Pemphigus Ab inh	NSD2 HMT inh	Cardiac RTF inh	structure
0	1.5	-0.8	-9	-7	.	-3	111	5	4	CN1CCN(C(=O)N(c2ccccc2)c2ccccc2)CC1
4	-0.5	-0.8	4	-3	-2	-7	112	-4	-17	COc1cc(OC)c(C(=O)OC(C)C(=O)Nc2cc(C(F)(F)F)ccc2Cl)cc1OC (centres undefined)
2	1.5	-0.3	-6	-2	-1	2	105	2	-10	CC1CCCC(NC(=O)NC(=O)COC(=O)c2ccc(O)cc2O)C1C (centres undefined)
-1	-2.5	-1.0	-6	-1	-3	.	.	1	.	COc1ccc(CCNC(=O)Nc2ccccc2[N+](=O)[O-])cc1
-2	7.7	-0.5	-3	-1	-3	-2	102	-2	4	Cn1nnc(NC(=O)c2cccs2)n1
0	-0.9	-0.5	-3	-2	-3	1	.	7	-7	O=C(COC(=O)CCCC1=NS(=O)(=O)c2ccccc2N1)Nc1ccccc1
4	-0.6	-3.1	-1	-2	-2	2	91	13	-12	CC(=O)N1CCN(C(=O)c2cccc(NS(=O)(=O)c3ccc(Br)cc3)c2)CC1
0	-0.5	0.6	-3	-1	-8	-1	109	-1	-5	CCOc1ccc2nc(NC(=O)C3CSC4(C)CCC(=O)N34)sc2c1 (centres undefined)
0	-0.3	-0.9	23	1	8	0	94	-2	-8	COc1ccc(CN2CCNC(=O)C2CC(=O)NCCCn2nnc3ccccc32)cc1C (centres undefined)
-4	1.2	.	21	-1	5	-2	.	-3	-5	COC(=O)c1cc(NC(=O)C2CC2)cc(C(=O)OC)c1
2	0.3	.	3	-6	2	0	95	-1	-5	CCCC(=O)N(CCc1ccccc1)Cc1nc2ccccc2c(=O)[nH]1

Source: PubChem
